Lipid droplet: inhibitors of hepatocyte lipid droplet formation, primary screen, imaging, high-throughput imaging, BODIPY stain | inhibition, % at 6.5 µM | actives 0.4% (n = 240,000) | AML12 mouse hepatocytes, oleate lipid droplets;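 active means lipid droplet intensity inhibited by at least 50%, with more than 500 cells counted; inconclusive means wells with under 300 cells, treated as cytotoxic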
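Assay system: AML12 mouse liver cells | Compound: 6.5 µM single-point dosing | Schedule: Overnight exposure | Technique: Fluorescence imaging, 20x objective, two fields per well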
Lipid droplet cells 6.5 µM: second read-out of Lipid droplet, no call of its own (marks repeat the call); cell count; measured here: cell count, cytotoxicity flag;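 cells counted across two imaged fields per well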
* marks the source's active call; other numbers are inactive results; ? = inconclusive; · = not tested or not shown. Some of the compounds tested; count on the stated rates, not on these rows.

SMILES	Lipid droplet	Lipid droplet cells 6.5 µM
O=C(COC(=O)c1ccc(F)cc1)NCCCc1ccccc1	2.1	849
O=C1C(Cl)=C(N2CCCCCC2)C(=O)N1c1ccc(Cl)cc1	4.0	838
CC1CC(C)CN(C(=O)CNC(=O)c2ccc3ccccc3c2)C1 (configuration not stated)	11.4	814
O=C(CN1CCCCC1)NNC(=O)c1ccc([N+](=O)[O-])cc1	-9.3	706
COc1ccccc1N1C(=O)CC(N2CCN(c3ccc([N+](=O)[O-])cc3)CC2)C1=O (configuration not stated)	7.1	820
CCOc1ccc(NC(=O)CCc2c(C)nn(-c3ccc(N4CCCCC4)nn3)c2C)cc1	-7.0	724
CC(=O)c1cccc(NC(=O)CSc2ccc(-c3ccco3)nn2)c1	9.5	690
O=C(Nc1cccc2ccccc12)c1ccc(F)cc1	2.9	646
COC(=O)c1nn(-c2cccc(C(F)(F)F)c2)ccc1=O	2.4	623
NC(=O)c1nsc(C(=O)N(CC(=O)NC2CCCCC2)c2cccc(F)c2)c1N	-15.0	804
Cc1cc(C)cc(NC(=O)CCNS(=O)(=O)c2cc(Br)cnc2N)c1	-0.9	699
CCCN(CCC)CCCNC(=O)c1cn(CC)c2ccc(S(=O)(=O)N(C)C3CCCCC3)cc2c1=O	-1.9	755
Cn1ncc(Cl)c1C(=O)N1CCN(c2ccc(Cl)c(Cl)c2)CC1	-1.9	758
Cc1oc(-c2ccccc2Cl)nc1CS(=O)CC(=O)NC1CC1 (configuration not stated)	1.8	717
CCOc1ccc(N(C(=O)c2snc(C(N)=O)c2N)C(C(=O)NCC2CCCO2)c2ccc(C)o2)cc1 (configuration not stated)	-7.7	771
CC(=O)c1ccc(S(=O)(=O)N2CCC(NC(=O)c3ccccc3)CC2)cc1	8.9	830
COC(=O)C1Cc2c([nH]c3ccccc23)C2(CCN(Cc3ccccc3)CC2)N1 (configuration not stated)	5.7	425
COc1ccc(OC)c(S(=O)(=O)Nc2ccc3oc(C)c(C(C)=O)c3c2)c1	-0.6	801
COc1cccc(CC(=O)NC2CCCN(Cc3ccc(Cl)cc3)C2)c1 (configuration not stated)	-5.2	831
CCN(Cc1ccncc1)C(=O)c1cc(COc2ccc(OC)cc2Cl)on1	-1.7	815
O=C(CN1C(=O)/C(=C/c2ccc(F)cc2)SC1=S)NC1C=CS(=O)(=O)C1 (configuration not stated)	-2.2	763
COc1ccc2cc(C(C)C(=O)N3CCC(C(N)=O)CC3)ccc2c1 (configuration not stated)	-2.2	801
COc1ccc(CN(C(=O)CNC(=O)c2ccco2)C(C(=O)NCC2CCCO2)c2ccccc2)cc1 (configuration not stated)	-37.3	834
COc1ccccc1/C=C1\SC(=O)N(CCC(=O)N(C)C2CCS(=O)(=O)C2)C1=O (configuration not stated)	-1.8	712
CCCCNc1ncnc2sc3c(c12)CCN(CCC)C3	23.9	722
Following part.
SMILES	Lipid droplet	Lipid droplet cells 6.5 µM
COc1ccc(/C=C(\NC(=O)c2ccco2)C(=O)NCc2ccco2)cc1	-2.0	845
Cc1cc(OCC(O)CN2CCc3ccccc3C2)ccc1Cl (configuration not stated)	1.3	827
COc1ccc(CN2C(=O)CNC2=S)cc1	-0.8	395
Cc1ccc(Nc2cc(C)c(O)c(C)c2)cc1	0.8	838
CNC(=O)CSc1nc2ccccc2c(=O)n1CCc1ccccc1	-0.3	819
Cc1cc(OCc2cc(C(=O)NC(C)c3c(C)nn(C)c3C)no2)cc(C)c1Cl (configuration not stated)	7.8	691
CCOc1ccc(CCNC(=O)CCn2nc(C)c3c(C)n(-c4ccccc4)nc3c2=O)cc1	-11.6	672
COc1ccc(S(=O)(=O)N(C)CC(=O)NCCCN2CCOCC2)cc1Cl	2.3	810
O=C(Nc1cccc2ccccc12)N(CCO)C1CCS(=O)(=O)C1 (configuration not stated)	-5.6	769
O=C(CCCCl)Nc1c2c(nn1-c1ccccc1)CSC2	-2.1	761
COc1ccc(F)c(CN2CCN(CCc3ccccc3)C(CCO)C2)c1 (configuration not stated)	5.0	815
COc1ccc(C)cc1Nc1n[n+](C)c(-c2ccc(O)cc2O)s1	8.6	830
CCc1cc2cccc(C)c2nc1SCC(=O)NC1CCCC1	15.3	669
Cc1ccnc(NC(=O)CCC(=O)N(CC(=O)NC(C)(C)C)Cc2ccc3c(c2)OCO3)c1	-6.5	799
CCN(CC)CCN1C(=O)C(=O)/C(=C(/O)c2ccc(S(=O)(=O)N3CCOCC3)cc2)C1c1ccc(C)cc1 (configuration not stated)	-1.7	704
Cc1nn(C)c(C(=O)N/N=C/c2cccnc2)c1Br	3.0	842
CCN(CC(=O)NCc1ccc(F)cc1)C(=O)/C=C/c1ccc(S(=O)(=O)N(CC)CC)cc1	-8.9	822
COCCCNC(=O)c1oc2ccc(S(=O)(=O)N3CCOCC3)cc2c1C	10.7	761
Cc1cccc(-n2ccc(=O)c(C(=O)Nc3ccc(S(=O)(=O)Nc4nccs4)cc3)n2)c1	-6.7	725
COC(=O)C1(C)NC(c2ccccc2F)C2C(=O)N(c3ccccc3)C(=O)C21 (configuration not stated)	?	·
COc1ccccc1N(Cc1cc2ccc(C)cc2[nH]c1=O)C(C)=O	-7.9	845
COCCN(Cc1nc(-c2ccc(-c3ccccc3)cc2)oc1C)C(C)C	-9.8	776
O=C(CS(=O)(=O)c1cn(CC(=O)N2CCOCC2)c2ccccc12)Nc1ccccc1F	-1.7	591
COc1cccc(NC(=O)Cc2ccc3ccccc3c2)c1	1.3	790
O=C(N[C@@H]1C[C@H]2CC[C@@H]1C2)c1ccco1	-0.6	814
The results go on.
SMILES	Lipid droplet	Lipid droplet cells 6.5 µM
COCc1cc(C)nc(SCC(=O)Nc2ccc3c(c2)OCCO3)c1C#N	22.7	534
CCC(=O)N1c2ccc(S(=O)(=O)NC3CCCCC3)cc2CC1C (configuration not stated)	-3.2	742
Cc1ccc(N(C)S(=O)(=O)c2cc3c(cc2C)NC(=O)CO3)cc1	-0.4	744
Cc1c(Cl)cccc1Nc1nc(NCCO)c2ccccc2n1	2.5	759
CN(C)CCCNC(=O)c1cc(C(=O)c2cccc(Cl)c2Cl)c[nH]1	15.4	431
COc1ccc(C(=O)N/N=C(\C)CC(=O)NC2CCCCC2)c(OC)c1	-8.7	713
CCC(=O)N1CCN(c2ccccc2NC(=S)NC(=O)c2ccco2)CC1	0.0	878
Cc1[nH]n(-c2ccccc2)c(=O)c1N=Nc1ccc(C(=O)O)cc1	51.2*	793*
Cc1ccc(-n2ccc(=O)c(C(=O)Nc3ccc(S(=O)(=O)Nc4onc(C)c4C)cc3)n2)cc1	7.5	699
CCCOc1ccc(/C=C/C(=O)NC2CCCCC2)cc1OC	10.4	823
O=C(NNC(=O)C12CC3CC(CC(C3)C1)C2)c1cccc([N+](=O)[O-])c1	0.5	812
Cc1c(C(=O)N/N=C/c2c(O)ccc3ccccc23)nnn1-c1nonc1N	-1.9	778
COc1ccc(N2CCN(S(=O)(=O)c3cn(C)cn3)CC2)cc1	-5.0	722
CN(C)CCCN(C(=O)c1ccc(C(=O)c2ccccc2)cc1)c1nc2ccc(F)cc2s1	-10.0	721
N#C/C=C/N1CCN(Cc2ccc3c(c2)OCO3)CC1	3.6	834
CCOc1ccc(Cl)cc1S(=O)(=O)N1CCC(C(=O)NCc2ccco2)CC1	-15.3	746
Cc1ccc(C(=O)Nc2nnc(S(=O)(=O)Nc3ccccc3C)s2)cc1C	-1.0	785
O=C(N/N=C/c1cccc(OC(=O)c2ccccc2Cl)c1)c1cccnc1	-9.2	820
COc1ccccc1CCNS(=O)(=O)c1cn(C)nc1C	-16.9	789
CCC1Sc2ccc(S(=O)(=O)Nc3cc(OC)cc(OC)c3)cc2NC1=O (configuration not stated)	3.1	714
O=C(c1ccc(=O)[nH]c1)N1CCCc2ccccc21	-1.1	841
CCc1cccc(C)c1NC(=O)C1CCN(c2nn3c(=O)cc(C)nc3s2)CC1	-14.9	721
Cc1ccc(S(=O)(=O)N2CCOC2CNC(=O)C(=O)NCCN2CCOCC2)cc1 (configuration not stated)	1.0	843
CC(C)C(NC(=O)c1ccccc1)C(=O)N1CCCCCC1 (configuration not stated)	0.7	778
COc1ccc(N(CC(=O)NC2CCCCCC2)S(=O)(=O)c2ccc(C)cc2)cc1OC	2.3	727
More results follow.
SMILES	Lipid droplet	Lipid droplet cells 6.5 µM
CCOc1ccc(NC(=O)C2CCN(C(=O)C3CC(=O)N(c4ccc(C)cc4)C3)CC2)cc1 (configuration not stated)	-2.8	731
COc1ccc(C(=O)C2CCCN(C(=O)c3cccc(N(C)C)c3)C2)cc1OC (configuration not stated)	17.7	752
Cc1ccn2cc(-c3cccc(S(=O)(=O)N4CC(C)OC(C)C4)c3)nc2c1 (configuration not stated)	-5.0	741
O=C(NCCCn1ccnc1)c1c(F)cccc1F	32.3	707
COC(=O)C1=C(CS(=O)(=O)c2ccc(C)cc2)NC(=O)NC1c1ccc(OC)c(OC)c1 (configuration not stated)	-7.3	743
O=C(NCC1CCOCC1)c1ccc2nc(Cc3cccc(Cl)c3)oc2c1	18.1	695
O=C(NCc1ccccc1F)C(c1ccccc1)c1ccccc1	-22.2	774
CS(=O)(=O)N(CC(=O)N1CCc2ccccc2C1)c1ccccc1Br	-0.4	860
CC(=O)c1c(O)c(C)c(O)c2c1OC1=CC(=O)C(C(C)=O)C(=O)[C@@]12C (some centres not stated)	-9.5	811
O=C1NCCCCC1NS(=O)(=O)c1ccccc1 (configuration not stated)	8.7	715
CC(=O)c1ccc(NC(=O)C(C)Sc2n[nH]c(-c3cccnc3)n2)cc1 (configuration not stated)	-8.1	810
COc1ccc(C)cc1N(CC(=O)N1CCOCC1)S(C)(=O)=O	7.8	820
CCOC(=O)C(C(=O)OCC)c1c([N+](=O)[O-])c(=O)n2c3c(cccc13)CCC2	-3.7	666
CC(=O)Nc1ccc(NC(=O)C(=O)c2cn(CC(=O)N3CCCC3)c3ccccc23)cc1	-1.5	835
COc1ccc(C2/C(=C(/O)c3ccccc3)C(=O)C(=O)N2C)cc1OC (configuration not stated)	3.5	819
CCCNC(=O)c1ccc(C)c(NC(=O)C2=C(C)OCCS2)c1	13.3	813
O=C(Nc1cc2c(cc1Br)OCCCO2)c1cccnc1	-3.7	816
Cc1cc(C)cc(OC(=O)CN2C(=O)c3ccccc3C2=O)c1	1.9	805
COc1cc2c(cc1OC)CN(C(=O)C1CCCN1S(=O)(=O)c1ccc(C)cc1)CC2 (configuration not stated)	-28.1	772
Cc1onc(-c2c(Cl)cccc2Cl)c1C(=O)NCCc1ccncc1	-18.3	647
CN1C(=O)C(C)(C)c2cc(S(=O)(=O)N3CCCC3C(=O)NCc3ccc(F)cc3)ccc21 (configuration not stated)	13.0	757
CC(=O)c1c(C)[nH]c(C(=O)Nc2cccc(C(F)(F)F)c2)c1C	-19.2	824
Cc1nn(CC(=O)N2CCc3ccccc3C2)c(C)c1Cl	-0.3	696
COc1ccc(N2CCN(C(=O)c3cccs3)CC2)cc1	-0.2	874
CCN1CCN(C(=O)C2CCN(c3nnc(-n4c(C)ccc4C)s3)CC2)CC1	4.2	831
Further structures.
SMILES	Lipid droplet	Lipid droplet cells 6.5 µM
Cc1oc(-c2cc(F)ccc2F)nc1CN1CCC(C(=O)N2CCOCC2)CC1	0.4	717
C/C(=N/NC(=O)c1nnn(-c2nonc2N)c1COc1ccccc1)c1ccccc1	6.3	800
Cc1ccc(C)c(OCCC(=O)NCCc2ccc(Cl)cc2)c1	-3.0	691
CCS(=O)(=O)c1ccccc1C(=O)NC1CCCc2ccccc21 (configuration not stated)	-8.9	815
O=Cc1ccc(N2N=C(c3ccccc3)CC2c2ccccc2)cc1 (configuration not stated)	3.0	726
Cc1ncoc1C(=O)N1CCCC(C(=O)Nc2cccc(-c3ccc(F)cc3)c2)C1 (configuration not stated)	9.0	841
CCN(CC)c1ccc(NC(=O)c2ccc3c(c2)OCO3)c(C)c1	0.0	797
CN(C(=O)CC1C(=O)NCCN1Cc1cccc(C(F)(F)F)c1)C1CCOCC1 (configuration not stated)	1.0	704
CNC(=O)c1cc(Nc2nnc(-c3ccc(C)c(S(N)(=O)=O)c3)c3ccccc23)ccc1OC	-20.7	740
CCCN(CCC)CCN1C(=O)C2C(C(=O)Nc3cccc(SC)c3)C3C=CC2(O3)C1C(=O)NC1CCCCC1 (configuration not stated)	-2.7	735
O=C(OCCN1CCN(C2=NS(=O)(=O)c3ccccc32)CC1)c1ccccc1F	-1.2	769

For reference, part of the list above:
SMILES	Lipid droplet	Lipid droplet cells 6.5 µM
CS(=O)(=O)N(CC(=O)N1CCc2ccccc2C1)c1ccccc1Br	-0.4	860
CC(=O)c1c(O)c(C)c(O)c2c1OC1=CC(=O)C(C(C)=O)C(=O)[C@@]12C (some centres not stated)	-9.5	811
O=C1NCCCCC1NS(=O)(=O)c1ccccc1 (configuration not stated)	8.7	715
CC(=O)c1ccc(NC(=O)C(C)Sc2n[nH]c(-c3cccnc3)n2)cc1 (configuration not stated)	-8.1	810
COc1ccc(C)cc1N(CC(=O)N1CCOCC1)S(C)(=O)=O	7.8	820
CCOC(=O)C(C(=O)OCC)c1c([N+](=O)[O-])c(=O)n2c3c(cccc13)CCC2	-3.7	666
CC(=O)Nc1ccc(NC(=O)C(=O)c2cn(CC(=O)N3CCCC3)c3ccccc23)cc1	-1.5	835
COc1ccc(C2/C(=C(/O)c3ccccc3)C(=O)C(=O)N2C)cc1OC (configuration not stated)	3.5	819
CCCNC(=O)c1ccc(C)c(NC(=O)C2=C(C)OCCS2)c1	13.3	813
O=C(Nc1cc2c(cc1Br)OCCCO2)c1cccnc1	-3.7	816
Cc1cc(C)cc(OC(=O)CN2C(=O)c3ccccc3C2=O)c1	1.9	805
COc1cc2c(cc1OC)CN(C(=O)C1CCCN1S(=O)(=O)c1ccc(C)cc1)CC2 (configuration not stated)	-28.1	772
Cc1onc(-c2c(Cl)cccc2Cl)c1C(=O)NCCc1ccncc1	-18.3	647
CN1C(=O)C(C)(C)c2cc(S(=O)(=O)N3CCCC3C(=O)NCc3ccc(F)cc3)ccc21 (configuration not stated)	13.0	757
CC(=O)c1c(C)[nH]c(C(=O)Nc2cccc(C(F)(F)F)c2)c1C	-19.2	824
Cc1nn(CC(=O)N2CCc3ccccc3C2)c(C)c1Cl	-0.3	696
